# Screening results as filed in PubChem.
# M1 ag parental: counter-screen for M1 agonists: effect in parental CHO-K1 cells | Fluo-8 calcium fluorescence; scaled to maximal ATP response, vehicle zero | activation, % at 3 µM | actives 0.48% (n = 360,000); in the data active means activation above about 15%;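 further: untransfected CHO-K1 host cells lacking M1 receptor as counterscreen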
# CHO parental Ca: ATP-evoked calcium signal inhibitors, parental CHO, primary screen, counter-screen for OX1R antagonist project, cell-based, fluorescence, Fluo-8 calcium dye. inhibition, % at 5.6 µM. parental CHO-K1, ATP-induced calcium, Fluo-8 fluorescence. actives 0.63% (n = 330,000). AID 463079, 2010;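 active means inhibition above that plate's mean sample inhibition plus 3 SD, cut at about 26% in these data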;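 further: 0% = ATP-challenged DMSO wells and 100% = DMSO wells without ATP; some compounds past the cut are filed as inactive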
#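 Test system: parental CHO cells; detection: calcium-sensitive Fluo-8 fluorescence; evaluation: percent inhibition of calcium signal; also added: ATP as calcium-mobilizing challenge; repeats: one well per compound; control set: ATP-challenged DMSO wells low, unchallenged DMSO wells high; compound: single nominal dose of 5.6 µM per compound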
# TAAR1 agonist: human TAAR1 agonists, primary screen, Fluo-8 calcium fluorescence, CHO RD-HGA16 cells. AID 624467, 2012. actives 0.99% (n = 360,000). vehicle wells 0%, saturating PEA agonist 100%. Trace amine-associated receptor 1 (Homo sapiens), Q96RJ0. activation, % at 3 µM;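 active means activation above the mean activation of all test compounds in the run plus 3 SD, cut at about 38% in these data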
# Target sequence (Q96RJ0 whole entry, looked up): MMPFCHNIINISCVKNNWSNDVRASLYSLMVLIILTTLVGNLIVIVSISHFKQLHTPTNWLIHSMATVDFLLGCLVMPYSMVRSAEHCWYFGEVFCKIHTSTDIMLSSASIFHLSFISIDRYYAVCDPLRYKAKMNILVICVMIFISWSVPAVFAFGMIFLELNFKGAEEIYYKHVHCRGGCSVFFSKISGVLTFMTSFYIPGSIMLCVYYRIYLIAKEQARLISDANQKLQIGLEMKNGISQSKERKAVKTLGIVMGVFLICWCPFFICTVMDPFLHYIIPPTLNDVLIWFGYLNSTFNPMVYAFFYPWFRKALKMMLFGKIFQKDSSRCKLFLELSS
#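 System: CHO RD-HGA16 cells carrying human TAAR1 plus Gα16; Incubation: 17-24 h seeding, 75 min 37 °C dye, 30 min RT; Measured by: Fluo-8 fluorescence, 5 s baseline then 140 s kinetic read; Control set: DMSO and PEA EC100; Replication: single well for each compound.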
# CHRM1 antagonist: human M1 muscarinic receptor antagonists, primary screen, CHO-K1 cells, Fluo-8 calcium fluorescence, 1536-well | CHO-K1 hM1, ACh EC80 antagonist | inhibition, % at 3 µM | actives 1.3% (n = 360,000);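 active means percent inhibition above its own plate's cutoff, namely the mean of that plate's compound wells plus 3 SD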;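 further: peak over basal fluorescence ratio during 140 s after agonist addition; 0% = ACh EC80 plus DMSO and 100% = DMSO alone without agonist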
# Target sequence (P11229 whole entry, looked up): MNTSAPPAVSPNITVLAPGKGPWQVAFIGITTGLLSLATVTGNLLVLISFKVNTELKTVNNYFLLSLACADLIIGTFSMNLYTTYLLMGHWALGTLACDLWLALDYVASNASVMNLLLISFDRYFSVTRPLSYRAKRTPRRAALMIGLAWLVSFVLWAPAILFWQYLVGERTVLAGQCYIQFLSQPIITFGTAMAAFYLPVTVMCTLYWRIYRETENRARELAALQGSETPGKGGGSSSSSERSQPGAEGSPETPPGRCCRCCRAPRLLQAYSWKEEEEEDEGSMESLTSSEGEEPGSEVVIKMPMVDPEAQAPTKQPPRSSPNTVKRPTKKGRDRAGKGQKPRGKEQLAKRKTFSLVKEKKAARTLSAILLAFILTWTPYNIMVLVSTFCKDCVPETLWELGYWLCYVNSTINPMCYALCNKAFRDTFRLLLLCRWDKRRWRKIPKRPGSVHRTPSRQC
# CHRM1 PAM: human M1 muscarinic receptor positive allosteric modulators, primary screen, CHO-K1 cells, Fluo-8 calcium fluorescence, 1536-well; Muscarinic acetylcholine receptor M1 (Homo sapiens), P11229; CHO-K1 hM1, ACh EC20; 0% = ACh EC20, 100% = maximal ACh; activation, % at 3 µM; actives 0.088% (n = 360,000); AID 588819, 2011; in the data active means activation above about 19%, passing the limit was not always enough
# CHRM1 agonist: human M1 muscarinic receptor agonists, primary screen, Fluo-8 calcium fluorescence, CHO-K1 cells, HTS; Muscarinic acetylcholine receptor M1 (Homo sapiens), P11229; CHO-K1 hM1, agonist mode; 0% DMSO, 100% acetylcholine EC100; activation, % at 3 µM; actives 0.33% (n = 360,000);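 active means activation above the run's mean compound activation plus 3 SD, cut at about 16% in these data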;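 further: peak over basal fluorescence ratio within a 140 s kinetic read after compound addition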
# CHO-K1 Ca PAM: nonselective calcium activators in parental CHO-K1 cells, primary screen, counter-screen for M1 PAM project, cell-based, Fluo-8 calcium fluorescence, full deck, 1536-well; AID 602247, 2012; ATP EC20; 0% at ATP EC20, 100% at ATP max; actives 0.02% (n = 360,000); activation, % at 3 µM;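 active means activation above the run cutoff, the mean activation of all test compounds plus 3 SD, cut at about 40% in these data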;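 further: peak over basal fluorescence ratio in a 140 s read after ATP addition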
# TAAR1 antag: human TAAR1 antagonists, primary screen, Fluo-8 calcium fluorescence, CHO RD-HGA16 cells | AID 624466, 2012 | antagonist | inhibition, % at 3 µM | actives 1.5% (n = 360,000);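 active means inhibition above a per-plate cutoff, the mean inhibition of test compounds on that plate plus 3 SD, cut at about 49% in these data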;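 further: 0% = DMSO plus EC80 beta-PEA response and 100% = DMSO alone without agonist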
#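 Assay system: RD-HGA16 CHO cells with stable hTAAR1 and Gα16 / Reagent: EC80 β-phenethylamine stimulus / Doses: 3 µM, single point / Timing: dye loading 75 min at 37 °C, then 30 min room temperature / Measured by: Fluo-8 intracellular calcium dye fluorescence, real-time kinetic reads / Controls: vehicle wells and EC80 agonist wells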
# CHO-K1 Ca antag: nonselective inhibitor or artifact in parental CHO-K1 cells | ATP-induced calcium, Fluo-8 fluorescence | inhibition, % at 3 µM | actives 0.6% (n = 360,000);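 active means inhibition above a per-plate cutoff, the plate's mean sample inhibition plus 3 SD, cut at about 24% in these data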;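 further: 0% = DMSO plus EC80 ATP and 100% = DMSO alone without ATP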
# Numbers without * were called inactive; x = not tested or not shown.
SMILES	M1 ag parental	CHO parental Ca	TAAR1 agonist	CHRM1 antagonist	CHRM1 PAM	CHRM1 agonist	CHO-K1 Ca PAM	TAAR1 antag	CHO-K1 Ca antag
O=C(O)c1ccc(NCc2nc3ccccc3n2Cc2ccccc2F)cc1	1.8	3	3	1	1	0	8	-3	-1
Cn1c(N)c(C(=O)COC(=O)c2ncc(Cl)c(Cl)c2Cl)c(=O)n(C)c1=O	7.9	-19	6	-1	8	-10	23	7	0
CN(CC(=O)Nc1cccc(F)c1)C(=O)/C=C/c1ccc(Br)s1	0.1	-7	-1	-7	8	-3	6	-15	-2
N#CCCNCC1(c2ccccc2)CCCC1	0.5	4	7	-29	6	-4	13	-4	-6
Cn1c(=O)c(=O)n(C)c2cc(N3CCCC3)c(NS(=O)(=O)c3ccc(F)cc3)cc21	1.2	2	1	-3	3	-8	-13	2	-15
COCCCC1CCN(C(=O)C2CCC(=O)N(CC3CCCCC3)C2)CC1 (stereo not given)	1.3	x	2	-9	6	0	0	-10	-6
Cc1[nH]n(-c2ccccc2)c(=O)c1C(c1ccc(C(=O)O)cc1)c1c(C)[nH]n(-c2ccccc2)c1=O	1.9	-1	0	-2	3	-1	28	-1	-12
CSc1ccccc1NC(=O)c1cc(-c2cccs2)on1	0.4	-8	29	1	-3	-4	3	55*	-5
CCn1cnc2sc(C(=O)O)c(C)c2c1=O	0.1	-7	9	-8	5	-1	9	9	-10
NNC(=O)c1cncc(Br)c1	0.6	-5	0	-4	4	-2	-10	7	9
Cc1cccc(C(=O)Oc2ccccc2C(=O)N2CCOCC2)c1	0.0	-8	10	-13	9	-3	-19	-7	9
Cc1noc(NS(=O)(=O)c2ccc(NC(=O)CCC3CCCCC3)cc2)c1C	0.4	-11	3	0	9	-3	3	-9	-7
CNC(=O)CS(=O)(=O)CC(=O)Nc1cc(OC(C)C)c(Cl)cc1Cl	0.4	-30	1	-6	11	-7	21	24	-7
COc1cccc(C(c2nnnn2C2CCCCC2)N2CCN(C/C=C/c3ccccc3)CC2)c1OC (stereo not given)	-0.9	x	-2	12	-21	-6	1	-9	9
COC(=O)c1ccc(/C=N/OCC(=O)Nc2cc(F)ccc2F)cc1	9.8	-4	-1	-4	5	0	11	-10	-6
CCOC(=O)c1c(C)[nH]c(C(=O)OC)c1CCC(=O)OC	0.9	-2	3	-8	4	-5	8	1	2
O=C(/C=C/c1ccc2c(c1)OCO2)N1CCN(c2ccc(Cl)cc2)CC1	0.4	-3	11	-2	1	-7	16	-13	-7
Cc1ccc(C)c(OCc2cc(C(=O)N3CCOCC3)no2)c1	3.5	1	0	-13	7	1	12	6	-14
Cc1cnc(C(=O)Nc2ccc(OC(F)(F)F)cc2)cn1	0.7	6	-1	-6	12	0	-28	-17	20
CC(=O)Nc1ccc(NC(=S)NC(=O)/C=C/c2ccc(Cl)cc2)cc1	0.5	-29	3	-3	7	-3	14	7	-9
O=C(COc1ccc2ccccc2c1)Nc1ccc2c3c(cccc13)CC2	2.9	5	5	7	0	1	2	23	10
Fc1ccccc1CSc1nc2ncccc2[nH]1	-0.3	-10	9	-8	6	-4	8	-6	4
COc1ccc(CNC(=O)Cn2c(=O)n(CC(=O)N3CCCCC3)c(=O)c3sccc32)cc1	0.9	-25	3	-6	2	-3	-9	-1	-6
OC[C@H]1O[C@@H](n2cnc3c(NC4CCCC4)ncnc32)[C@H](O)[C@@H]1O	0.5	-11	2	-9	-1	-2	5	-22	-9

# A stretch of the results above:
SMILES	M1 ag parental	CHO parental Ca	TAAR1 agonist	CHRM1 antagonist	CHRM1 PAM	CHRM1 agonist	CHO-K1 Ca PAM	TAAR1 antag	CHO-K1 Ca antag
CCn1cnc2sc(C(=O)O)c(C)c2c1=O	0.1	-7	9	-8	5	-1	9	9	-10
NNC(=O)c1cncc(Br)c1	0.6	-5	0	-4	4	-2	-10	7	9
Cc1cccc(C(=O)Oc2ccccc2C(=O)N2CCOCC2)c1	0.0	-8	10	-13	9	-3	-19	-7	9
Cc1noc(NS(=O)(=O)c2ccc(NC(=O)CCC3CCCCC3)cc2)c1C	0.4	-11	3	0	9	-3	3	-9	-7
CNC(=O)CS(=O)(=O)CC(=O)Nc1cc(OC(C)C)c(Cl)cc1Cl	0.4	-30	1	-6	11	-7	21	24	-7
COc1cccc(C(c2nnnn2C2CCCCC2)N2CCN(C/C=C/c3ccccc3)CC2)c1OC (stereo not given)	-0.9	x	-2	12	-21	-6	1	-9	9
COC(=O)c1ccc(/C=N/OCC(=O)Nc2cc(F)ccc2F)cc1	9.8	-4	-1	-4	5	0	11	-10	-6
CCOC(=O)c1c(C)[nH]c(C(=O)OC)c1CCC(=O)OC	0.9	-2	3	-8	4	-5	8	1	2
O=C(/C=C/c1ccc2c(c1)OCO2)N1CCN(c2ccc(Cl)cc2)CC1	0.4	-3	11	-2	1	-7	16	-13	-7
Cc1ccc(C)c(OCc2cc(C(=O)N3CCOCC3)no2)c1	3.5	1	0	-13	7	1	12	6	-14
Cc1cnc(C(=O)Nc2ccc(OC(F)(F)F)cc2)cn1	0.7	6	-1	-6	12	0	-28	-17	20
CC(=O)Nc1ccc(NC(=S)NC(=O)/C=C/c2ccc(Cl)cc2)cc1	0.5	-29	3	-3	7	-3	14	7	-9
O=C(COc1ccc2ccccc2c1)Nc1ccc2c3c(cccc13)CC2	2.9	5	5	7	0	1	2	23	10

# Continued.
SMILES	M1 ag parental	CHO parental Ca	TAAR1 agonist	CHRM1 antagonist	CHRM1 PAM	CHRM1 agonist	CHO-K1 Ca PAM	TAAR1 antag	CHO-K1 Ca antag
CCNC(=O)NC1(C(=O)Nc2ccc3c(c2)CCC3)CCCCC1	0.3	-19	0	-12	10	-3	9	-10	-8
COc1ccc(C2=NOC(C(=O)Nc3ccc4c(c3)OCO4)C2)cc1OC (stereo not given)	-0.2	-14	0	2	1	-7	0	15	-2
O=C(NCc1ccccc1F)c1ccc(S(=O)(=O)N2CCCCCC2)cc1	2.4	-1	6	6	-9	-5	12	6	-16
O=C1CCCC2=C1C(c1ccc(O)c(Br)c1)C1=C(CCCC1=O)N2c1ccccc1	3.5	-11	13	-8	12	4	24	-1	-17
O=C(c1cc([N+](=O)[O-])ccc1N1CCOCC1)N1CCN(c2ccc([N+](=O)[O-])cc2)CC1	0.7	-18	0	32*	-11	-6	3	-3	-14
O=[N+]([O-])c1ccc(C2CCCC/C2=N/O)c([N+](=O)[O-])c1 (stereo not given)	3.2	-12	0	6	-4	-3	-9	-10	0
N#Cc1ccc(NC(=O)CNc2cc(S(=O)(=O)N3CCOCC3)ccc2NCC2CCCO2)cc1 (stereo not given)	4.9	39*	0	-2	4	-7	11	4	-5
CC1(C)CC(=O)C(C2=NC(C)(C)Cc3ccccc32)=C(O)C1	0.0	-5	3	-13	10	0	-9	-3	-19
COc1ccccc1Cc1c(-c2cccc(Cl)c2)nc2ccc(Br)cn12	0.2	x	-1	-3	1	-3	-7	1	6
Cc1ccc(-n2cc(CNCCN3CCOC3=O)c(-c3ccc(F)cc3)n2)cc1	2.0	-4	6	-9	11	-5	13	-22	-10
CC(CN1CCOCC1)OC(=O)c1ccccc1 (stereo not given)	3.1	5	1	-1	0	-2	4	-36	6
C[C@H](O)[C@@H]1C(=O)N2CCc3c([nH]c4ccccc34)[C@@H]2C[C@@H]1N(C)C(=O)Nc1cccc2ccccc12	2.3	x	4	3	1	-4	0	3	6
O=C(CCl)NN=C(c1ccccc1)c1ccccc1	2.9	3	-3	3	-5	-7	-7	7	-4
Cc1cc(C)nc(NS(=O)(=O)c2ccc(NS(=O)(=O)c3ccc(C#N)cc3)cc2)n1	0.5	8	5	6	-1	-2	2	-11	-2
COC(=O)c1c(NC(=S)Nc2cc(OC)c(Cl)cc2OC)sc2c1CCCCC2	-0.1	-15	0	-10	14	-6	21	8	-7
CCCc1ccccc1OCCNC(C)=O	0.1	-17	2	-8	5	-5	17	11	-17
CCOC(=O)C1CCN(C(=O)CN(c2ccc3c(c2)OCO3)S(C)(=O)=O)CC1	0.2	-5	5	-6	4	-1	8	0	-5
O=C(NC(Cc1nn[nH]n1)C(=O)OCc1ccccc1)OCc1ccccc1 (stereo not given)	0.2	x	3	-11	10	-1	10	-10	-2
O=C(NCCc1ccncc1)Nc1cccc(Cl)c1	0.4	-1	4	-29	12	-3	25	34	-9
Cc1cc(=O)oc2c(C)c(OCC(=O)NCc3ccccn3)ccc12	1.2	-7	3	-3	7	-2	24	-3	2
CN(C)CCNc1nc2sc3c(c2c(=O)n1CCc1ccccc1)CCCCC3	6.7	10	40*	23	-7	6	0	36	5
COc1ccc(OCC(=O)Nc2ccc(N3CCN(C(=O)c4ccccc4C)CC3)cc2)cc1	5.9	-10	15	11	-6	3	7	20	3
Cc1ccc(C)c(Nc2cc(C)nc3ncnn23)c1	-0.3	-7	4	-12	10	-3	18	-5	-6
CSc1ncccc1C(=O)NCC(c1ccco1)N1CCCCC1 (stereo not given)	0.0	-8	3	35*	-19	-8	16	-15	-11
CCOC(=O)CSc1ncnc2c1nnn2-c1ccc(F)cc1	0.6	-12	8	-16	12	-2	20	-11	-7
Cc1nc2c(C(=O)N3CCN(c4ccccn4)CC3)cnn2c(C)c1Cc1cccc(Cl)c1	2.4	-21	7	-3	-10	-10	-5	18	-5
Cc1cc(C)c(C(=O)NC2CCCc3c2cnn3-c2ccc(C)c(C)c2)c(=O)[nH]1 (stereo not given)	0.4	6	-2	-14	10	-2	12	0	3
CC(=O)Nc1cnc(-c2ccccc2O)cn1	0.6	x	3	-5	4	-4	9	-16	5
C/C(=N\NC(=O)c1cccc(Br)c1)c1ccc(Br)cc1	0.7	-2	0	-5	9	-3	6	-7	-10
Cc1c(Cl)cccc1NC(=S)NNc1ncc(C(F)(F)F)cc1Cl	5.8	1	33	11	-6	5	11	20	-2
